# Source: PubChem
# aDG glyco up: increases alpha dystroglycan glycosylation. Pro5-aDG cells, alpha-DG glycosylation AlphaScreen (IIH6); 0% Pro5, 100% B10-LARGE cell signal. activation, % at 10 µM. hit rate 0.22% among 360,000. AID 624168;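 active = activation of at least 8% versus controls, or a plate z-score of at least 8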;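 note: Pro5 are CHO cells carrying HIG-tagged alpha-DG that lacks glycosylation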
# NOD2 RIPK2 PPI: inhibitors of human NOD2-RIPK2 interaction. CHO BLA complementation NOD2-RIPK2, CCF4 ratio. inhibition, % at 4.98 µM. hit rate 0.38% among 360,000. AID 624267; in the data active = inhibition above about 21%;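 note: 0% = vehicle only and 100% = reference blocker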
# MC4R antag cAMP: antagonists of human melanocortin 4 receptor (MC4R); P32245; MC4R-expressing cells, MTII-stimulated cAMP, LANCE TR-FRET; inhibition, % at 6.5 µM; hit rate 0.48% among 360,000; AID 540295;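 active = inhibition above its plate's cutoff, the mean of tested wells on that plate plus 3 SD, cut at about 29% in these data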;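 note: 0% = Melanotan II alone and 100% = Melanotan II plus saturating MCL0020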
#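 Assay system: U2OS-MC4R stable cell line; Also added: Melanotan II; Technique: Eu-cAMP/anti-cAMP TR-FRET, emission 671 nm; Times: 30-min compound, 1-h challenge, 1-h detection, room temperature.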
# TLR9-MyD88 inh: blocks human TLR9 binding to MyD88 | AID 504734 | inhibition, % at 4.98 µM | CHO BLA complementation TLR9-MyD88, CCF4 FRET ratio | hit rate 0.21% among 340,000;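 active = inhibition above the mean over all tested compounds plus 3 SD, cut at about 21% in these data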;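 note: 0% = DMSO only wells and 100% = clavulanate BLA inhibitor control wells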
# Granule exo inh: lytic granule exocytosis inhibition; inhibition, % at 10 µM; TALL-104 LAMP-1 surface exposure, flow cytometry; cells stimulated with thapsigargin and PMA; hit rate 0.66% among 360,000;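 active = inhibition above about 55%, limit read from the data; inconclusive = no clear call, values can overlap the other calls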
# Vif imaging: HIV Vif inhibition. HEK293T cells, Vif self-association by quenched fluorescence, imaging, 24 h. inhibition, % at 7.49 µM. AID 602346. hit rate 0.35% among 340,000; in the data active = inhibition above about 50%, passing the limit was not always enough; inconclusive = no clear call, values can overlap the other calls; inactive = below about 31%; note: some results filed as inactive read as strong as hits
# ABCB6 inh 2: blocks the human ABCB6 transporter; Q9NP58; K562-ABCB6 porphyrin accumulation, flow cytometry, 1 h; active compounds read low; fluorescence ratio to DMSO, % at 10 µM; hit rate 0.19% among 360,000; AID 602162;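 active = fluorescence ratio to DMSO below 75%, the collection mean minus 3 SD; inconclusive = too few cells collected in the well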;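 note: signal is porphyrin accumulated inside mitochondria; 100% equals median channel fluorescence of DMSO control wells; lower ratio means ABCB6 inhibition with less porphyrin fluorescence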
# Target sequence (Q9NP58 whole entry, looked up): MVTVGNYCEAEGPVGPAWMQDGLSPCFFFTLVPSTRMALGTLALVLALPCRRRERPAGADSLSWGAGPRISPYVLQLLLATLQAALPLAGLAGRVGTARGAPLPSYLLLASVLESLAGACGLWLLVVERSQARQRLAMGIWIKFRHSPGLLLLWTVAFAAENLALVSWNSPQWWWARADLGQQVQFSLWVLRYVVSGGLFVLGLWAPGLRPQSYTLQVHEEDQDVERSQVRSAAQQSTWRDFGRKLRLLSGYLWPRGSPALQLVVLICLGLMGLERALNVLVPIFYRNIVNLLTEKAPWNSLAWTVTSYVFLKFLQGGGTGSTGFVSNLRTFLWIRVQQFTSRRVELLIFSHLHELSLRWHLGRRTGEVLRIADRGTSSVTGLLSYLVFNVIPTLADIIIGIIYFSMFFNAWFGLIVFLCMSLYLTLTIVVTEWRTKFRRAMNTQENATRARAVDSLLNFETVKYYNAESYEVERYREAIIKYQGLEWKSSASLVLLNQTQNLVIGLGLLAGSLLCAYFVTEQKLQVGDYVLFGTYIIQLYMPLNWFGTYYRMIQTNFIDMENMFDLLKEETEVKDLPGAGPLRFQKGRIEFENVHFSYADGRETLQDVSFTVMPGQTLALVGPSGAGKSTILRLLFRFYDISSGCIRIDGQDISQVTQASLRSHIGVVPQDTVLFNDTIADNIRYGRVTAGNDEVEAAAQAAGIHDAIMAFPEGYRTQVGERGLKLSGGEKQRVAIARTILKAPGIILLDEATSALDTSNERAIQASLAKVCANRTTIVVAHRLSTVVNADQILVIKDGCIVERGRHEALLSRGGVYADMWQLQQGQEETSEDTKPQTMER
# ABHD5 PLIN5 PPI: ABHD5-PLIN5 protein interaction inhibition; Q00G26+Q8WTS1; Split G. princeps luciferase complementation, luminescence, 4 h; inhibition, % at 4 µM; hit rate 0.78% among 360,000; AID 602281;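 active = inhibition above the mean inhibition across every tested compound plus 3 SD, cut at about 22% in these data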;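 note: 0% = DMSO only wells and the 100% control is not disclosed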
# MC4R barr agon: human MC4R agonism via beta-arrestin | activation, % at 8.9 µM | AID 540308 | U2OS MC4R beta-arrestin complementation, luminescence; percent of melanotan II response, DMSO zero | hit rate 0.98% among 360,000;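 active = activation above a per-plate cutoff, the mean activation of sample wells on that plate plus 3 SD, cut at about 8% in these data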
# Glyco luc inh: blocks N-linked glycosylation in D54 reporter cells; D54 ERlucT glycosylation luciferase reporter, 24 h; percent of 100 nM tunicamycin response; reporter increase, % at 12.5 µM; hit rate 0.23% among 360,000;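 active = mean luciferase reporter signal, scaled so untreated is 0 and the glycosylation-blocking control 100, at or above a set limit in every replicate; inconclusive = mean reaches the limit but not every replicate does; inactive = mean below the limit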;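 note: luciferase carries N-glycosylation sites so blocking glycosylation raises the light; 0% = median of neutral control wells and 100% = median of 100 nM tunicamycin wells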
# * = called active by the depositor; ? = inconclusive; . = not tested or not shown. The list is partial; rates above refer to the full screens.
aDG glyco up	NOD2 RIPK2 PPI	MC4R antag cAMP	TLR9-MyD88 inh	Granule exo inh	Vif imaging	ABCB6 inh 2	ABHD5 PLIN5 PPI	MC4R barr agon	Glyco luc inh	SMILES
9.3*	-8	-1	-1	2	-6	95	-3	-2.3	1	CC(C)NC(=O)N(C)C[C@H]1Oc2ccc(NS(=O)(=O)c3cn(C)cn3)cc2C(=O)N([C@H](C)CO)C[C@@H]1C
0.0	-2	3	4	-4	17	103	3	-0.5	3	COc1cc(C(=O)N2CCN(S(=O)(=O)c3ccc(C(C)C)cc3)CC2)ccc1OCC(=O)N1CCOCC1
-0.1	1	15	-10	1	8	101	4	2.6	0	O=C(CSc1nnc(-c2ccco2)n1Cc1ccco1)N1CCOCC1
-0.2	1	-2	0	20	-8	96	-11	0.1	1	CCOc1ccc(/C=N/Nc2nc(N3CCCC3)nc(N3CCCC3)n2)cc1OC
0.0	4	3	-10	2	-1	105	-8	0.3	1	NC(=O)c1c(NC(=O)C2CCCO2)sc2c1CCCCC2 (configuration not stated)
-0.3	-6	2	-7	-2	3	97	-4	-0.4	0	CN(CCc1ccccn1)C(=S)Nc1cccc(S(=O)(=O)N(C)C)c1
-0.3	-12	-5	4	0	17	91	6	3.7	2	CN(C(=O)c1cc2c(s1)-c1ccccc1S(=O)(=O)C2)c1ccccc1
0.1	1	19	4	1	-10	96	4	0.7	-4	O=C(c1ccco1)N1CCN(c2nc(C3CC3)nc3sc4c(c23)CCCC4)CC1
0.0	-9	2	-2	0	11	100	4	-0.7	3	COc1ccc(C(C(=O)NC(C)(C)C)N(CCO)C(=O)CCC(=O)Nc2cc(C)on2)cc1 (configuration not stated)
-0.3	-1	10	2	2	0	102	-2	-0.9	2	O=C(COC(=O)c1cnccn1)c1ccc(Br)cc1
0.3	-1	44*	11	5	1	94	35*	-0.3	0	COc1cc2c(cc1NC(=O)CN1C(=O)NC3(CCc4ccccc43)C1=O)oc1ccccc12 (configuration not stated)
-0.1	-8	2	0	1	7	87	0	1.5	2	CCCOc1ccc(Cc2nn[nH]n2)cc1
0.4	-4	-7	-1	-1	-6	99	2	-2.0	-1	Cc1ccc2cn[nH]c2c1NC(=S)NC(=O)c1ccccc1
1.3	-8	9	-3	5	-27	88	7	0.5	-1	Cc1cc(N2CCC(C(=O)N3CCN(c4cccc(C)c4C)CC3)CC2)n2ncnc2n1
0.0	-12	1	-4	-2	-1	103	-6	-1.0	2	CCCOc1ccc(N2C(=O)CC(N(Cc3ccco3)C(=O)CCC(=O)O)C2=O)cc1 (configuration not stated)
0.3	-6	5	-15	-4	-16	95	-2	-3.1	-5	CCCCCC(=O)Nc1cc(S(=O)(=O)N2CCOCC2)ccc1Oc1ccc(OCC)cc1
0.2	-7	-2	3	-1	1	99	-2	3.7	-1	C/C=C/C=N/Nc1nc(-c2ccc([N+](=O)[O-])cc2)cs1
-0.5	-1	21	-11	0	25	105	-4	0.5	-6	Cc1ccc2nc(-c3cccnc3)cc(C(=O)N3CCN(c4ccc([N+](=O)[O-])cc4)CC3)c2c1
-0.2	7	5	-8	5	-4	93	-7	-1.0	-20	O=C(CN1C(=O)c2ccccc2S1(=O)=O)c1ccc2c(c1)OCCCO2
0.0	0	15	-9	-11	-5	102	-10	-1.0	-2	CNc1nc(=O)n(C2CCCO2)cc1C (configuration not stated)
0.1	-7	12	1	-3	1	102	2	-2.7	4	COc1ccc(C2=NN(c3ccccc3)C(c3cn(CCC(=O)O)nc3-c3ccccc3)C2)cc1 (configuration not stated)
0.0	-21	4	-5	19	5	102	9	-0.6	-4	CC(C)CN(C(=O)CSc1nn(-c2ccc(Cl)cc2)c(=S)s1)C1CCS(=O)(=O)C1 (configuration not stated)
0.3	-1	1	12	3	-2	105	1	-3.4	2	S=C(NC1CCCCCC1)NC1CCCC1
0.0	-13	-1	5	-2	.	88	1	-0.1	.	CS(=O)(=O)N(CCc1ccccc1)CC(=O)Nc1ccc2c(c1)OCO2
0.0	-6	3	2	-7	-8	95	1	-0.6	0	CC(C)Cn1nc(NC(=O)c2cccs2)c2cc3ccccc3nc21
-0.1	3	23	-3	-4	.	105	3	0.2	-6	O=C(CC(c1ccco1)C1CCCCC1=O)c1ccccc1 (configuration not stated)
-0.1	-10	5	-9	1	-1	100	-5	-0.3	0	CC1CN(c2oc(-c3ccco3)nc2S(=O)(=O)c2ccccc2)CC(C)O1 (configuration not stated)
2.8	-13	-4	-5	-4	-10	89	5	-0.6	24	CCOC(=O)c1oc2ccc(S(=O)(=O)Nc3ccc4c(c3)n(C)c(=O)n4C)cc2c1C
-0.2	-4	5	-9	0	-7	95	6	-0.9	-4	Cn1c(C(=O)N2CCN(Cc3ccc4c(c3)OCO4)CC2)cc2sccc21
-0.3	2	2	-1	18	-1	98	1	-0.9	-1	CCOC(=O)[C@H]1[C@H]2COc3ccc(C)cc3[C@@H]2N2C(=O)CN(CC3CCCO3)C(=O)[C@@]12C (some centres not stated)

# Rewritten with tabs: part of the list above.
Molecule	aDG glyco up	NOD2 RIPK2 PPI	MC4R antag cAMP	TLR9-MyD88 inh	Granule exo inh	Vif imaging	ABCB6 inh 2	ABHD5 PLIN5 PPI	MC4R barr agon	Glyco luc inh
O=C(CC(c1ccco1)C1CCCCC1=O)c1ccccc1 (configuration not stated)	-0.1	3	23	-3	-4	.	105	3	0.2	-6
CC1CN(c2oc(-c3ccco3)nc2S(=O)(=O)c2ccccc2)CC(C)O1 (configuration not stated)	-0.1	-10	5	-9	1	-1	100	-5	-0.3	0
CCOC(=O)c1oc2ccc(S(=O)(=O)Nc3ccc4c(c3)n(C)c(=O)n4C)cc2c1C	2.8	-13	-4	-5	-4	-10	89	5	-0.6	24

# More structures:
aDG glyco up	NOD2 RIPK2 PPI	MC4R antag cAMP	TLR9-MyD88 inh	Granule exo inh	Vif imaging	ABCB6 inh 2	ABHD5 PLIN5 PPI	MC4R barr agon	Glyco luc inh	SMILES
0.2	-19	3	-6	1	-4	98	-2	-0.2	0	O=C(NCC1CCCO1)c1onc(CSc2cccc(Cl)c2)c1C(=O)O (configuration not stated)
0.4	4	10	4	-8	?	93	1	-1.0	-7	Cn1c(OCc2cccnc2)nc2c1c(=O)n(Cc1ccc(Cl)cc1)c(=O)n2C
-0.3	-18	-3	0	-2	7	99	1	-0.4	-6	O=c1cc(-c2ccc([N+](=O)[O-])cc2)c2ccc(O)cc2o1
-0.3	2	2	3	-2	-3	95	-1	-0.2	2	O=C1CCc2cc(S(=O)(=O)NCc3ccc(Cl)cc3)cc3c2N1CC3
-0.1	-4	-5	1	-2	7	88	0	-1.6	3	CCCCCCC(=O)N=Nc1c(O)[nH]c2ccc([N+](=O)[O-])cc12
-0.1	6	0	7	0	10	103	-12	-1.1	0	CCOC(=O)c1c(N)sc2c1CCCC2
0.0	-1	13	-1	2	2	95	1	-0.6	-2	Cc1cc(C)nc(SCC(=O)NN=Cc2ccc(C)o2)n1
0.0	-5	13	1	2	.	95	2	-3.1	-1	O=C(CNC(=O)c1ccccc1F)Nc1ccncc1
0.3	2	5	3	-2	-24	108	-6	-1.2	0	CCn1c(=S)sc2c(=O)n(CC(=O)Nc3ccccc3C(F)(F)F)c(C)nc21
-0.2	-1	0	-5	1	3	104	-2	-1.9	-1	Cc1c(N2C(=O)c3ccccc3C2=O)c(=O)n(-c2ccccc2)n1C
0.0	3	9	.	-6	2	98	2	-1.6	1	O=C(O)c1ccc2c(c1)CCCN2
0.0	-9	-2	3	-9	28	94	14	-0.8	1	CC1=NN(C2=NS(=O)(=O)c3ccccc32)C(C)(O)C1 (configuration not stated)
-0.4	0	5	5	-2	-20	92	4	1.9	1	Cc1cccc(OCC(=O)Nc2ccccc2N2CCCC2)c1C
0.2	-9	11	2	-2	20	92	7	-2.3	-6	COc1ccc(NC(=O)/C(N=Nc2ccc(Cl)c(S(=O)(=O)Nc3ccc(Cl)cc3)c2)=C(\C)O)cc1
0.0	-7	-3	11	-1	-2	83	-4	2.5	2	CCCOc1cccc(C(=O)Nc2cccnc2)c1
0.3	13	1	10	0	4	95	0	1.1	-1	Cc1ccc(C(=O)Nc2ccc(F)cc2F)o1
0.4	10	13	2	3	-2	94	2	-0.1	-5	O=C(N/N=C/c1ccc2cccc(OCc3ccccc3)c2n1)c1ccc(Br)cc1
0.1	-17	0	2	3	2	99	9	-1.7	3	O=C(NCCCN1CCOCC1)c1cccc(NS(=O)(=O)c2ccc(Br)cc2)c1
0.7	-4	2	-5	4	3	96	-2	0.0	-1	CC(=O)Nc1ccc(/C(C)=N/Nc2nc(N3CCOCC3)nc(N3CCOCC3)n2)cc1
0.0	-8	-1	-8	4	-7	92	6	-1.3	2	COc1ccc(OC)c(NC(=O)CSc2nc3nc(C)cc(C)n3n2)c1
0.0	1	2	5	29	-1	98	0	-1.4	2	CCOC(=O)C(Cc1ccccc1)C(=O)c1ccco1 (configuration not stated)
-0.4	-13	13	7	0	-3	99	-1	-0.4	0	Cc1cccc(NC(=O)CN2C(=O)N/C(=C/c3cc(C)n(C(C)C)c3C)C2=O)c1
0.0	-13	-3	7	15	22	98	-2	1.6	-1	O=C(C1CCN(S(=O)(=O)N2CCOCC2)CC1)N1CCN(Cc2ccc3c(c2)OCO3)CC1
0.2	2	8	-4	1	-5	99	-2	-0.3	1	CCc1ccc(NC(=O)C2CCCN(S(=O)(=O)c3cccnc3)C2)cc1 (configuration not stated)
-0.2	-1	-6	-2	-2	5	96	11	7.7	1	Cc1cccc(C)c1OCC(=O)Nc1nnc(C2CCCO2)s1 (configuration not stated)

# In a second layout: results already given
# Values run as follows: aDG glyco up | NOD2 RIPK2 PPI | MC4R antag cAMP | TLR9-MyD88 inh | Granule exo inh | Vif imaging | ABCB6 inh 2 | ABHD5 PLIN5 PPI | MC4R barr agon | Glyco luc inh
O=C(N/N=C/c1ccc2cccc(OCc3ccccc3)c2n1)c1ccc(Br)cc1
    0.4 | 10 | 13 | 2 | 3 | -2 | 94 | 2 | -0.1 | -5
O=C(NCCCN1CCOCC1)c1cccc(NS(=O)(=O)c2ccc(Br)cc2)c1
    0.1 | -17 | 0 | 2 | 3 | 2 | 99 | 9 | -1.7 | 3
CC(=O)Nc1ccc(/C(C)=N/Nc2nc(N3CCOCC3)nc(N3CCOCC3)n2)cc1
    0.7 | -4 | 2 | -5 | 4 | 3 | 96 | -2 | 0.0 | -1
COc1ccc(OC)c(NC(=O)CSc2nc3nc(C)cc(C)n3n2)c1
    0.0 | -8 | -1 | -8 | 4 | -7 | 92 | 6 | -1.3 | 2
CCOC(=O)C(Cc1ccccc1)C(=O)c1ccco1 (configuration not stated)
    0.0 | 1 | 2 | 5 | 29 | -1 | 98 | 0 | -1.4 | 2
